mIAP inh = mouse IAP inhibition | purified mouse IAP, CDP-Star luminescence, 30 min | inhibition, % at 10 µM | 330,000 tested, 0.2% active | AID 2806;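 active = inhibition of at least 40% at 10 µM in the primary screen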;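 note: plate controls were DMSO with enzyme for no effect and no enzyme wells for full effect; values of inactives mirror those of a sister screen read the other way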
GRIN3A LBD mod = modulators (binders) of human NR3A ligand-binding domain; Tm shift relative to glycine control, % at 25 µM; NR3A LBD differential scanning fluorimetry, Tm shift; 0% = protein alone, 100% = glycine-bound protein; 340,000 tested, 2.5% active;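 active = melting temperature shift of at least 10% of the positive control shift, at one fixed dose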
beta cell repl = induces beta-cell replication in MIN6 cells | AID 2380 | proliferation, % at 10 µM | 330,000 tested, 0.29% active | MIN6 cells proliferation, ATPlite luminescence, 48 h; cells starved in 0.2% serum; 100% = growth in 10% serum;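 active = compounds whose signal lies at least 3.5 SD above the mean of all wells on their plate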;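 note: 0% = DMSO-treated cells in low-serum medium and 100% = 10% serum control; some compounds called inactive have numbers as strong as hits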
A3A deaminase = inhibitors of human APOBEC3A DNA deaminase | inhibition, % at 20 µM | 330,000 tested, 0.41% active | recombinant A3A, FAM/TAMRA ssDNA deamination fluorescence;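 active = at least 40% inhibition at 20 µM here, with at most 30% in a related deaminase screen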;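 note: plate controls were A3A with DMSO for no effect and wells lacking A3A enzyme for full effect; some results filed as inactive read as strong as hits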
hIAP block = human IAP inhibition | P09923 | purified IAP, CDP-Star luminescence, 30 min | inhibition, % at 10 µM | 330,000 tested, 0.12% active;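 active = inhibition reaching a set limit with compound at 10 µM in the primary screen, cut at about 35% in these data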;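 note: plate controls were DMSO wells with enzyme for no effect and no-enzyme buffer wells for full effect; values of inactives mirror those of a sister screen read the other way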
Target sequence (P09923 whole entry, looked up): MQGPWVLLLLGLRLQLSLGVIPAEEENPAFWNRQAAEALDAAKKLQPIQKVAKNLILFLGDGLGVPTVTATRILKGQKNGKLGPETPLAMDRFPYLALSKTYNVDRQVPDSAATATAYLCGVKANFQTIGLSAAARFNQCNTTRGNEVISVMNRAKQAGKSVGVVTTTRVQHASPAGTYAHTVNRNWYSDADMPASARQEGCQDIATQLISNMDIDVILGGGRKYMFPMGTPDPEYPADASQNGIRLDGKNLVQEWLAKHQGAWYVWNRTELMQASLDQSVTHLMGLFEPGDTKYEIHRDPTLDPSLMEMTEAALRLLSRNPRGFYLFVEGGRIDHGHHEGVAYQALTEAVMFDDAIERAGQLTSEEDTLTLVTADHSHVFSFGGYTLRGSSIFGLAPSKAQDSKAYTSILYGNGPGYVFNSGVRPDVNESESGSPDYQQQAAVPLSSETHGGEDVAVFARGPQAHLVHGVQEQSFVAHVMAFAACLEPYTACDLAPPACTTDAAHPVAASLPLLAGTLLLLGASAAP
MPTP block = permeability transition pore inhibition; isolated mouse mitochondria, Ca2+ swelling absorbance, 30 min; inhibition, % at 10 µM; 360,000 tested, 1.4% active;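 active = inhibition of 50% or more, scaled per plate between neutral and stimulator controls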;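 note: 0% = DMSO wells given calcium and 100% = 1 mM EGTA wells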
hIAP act = human IAP activation; purified human IAP, CDP-Star luminescence, 30 min; stronger effect = higher value; 1 = vehicle-only enzyme, 0 = enzyme-free background; 330,000 tested, 0.16% active; AID 2524; activation factor at 10 µM; P09923;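 active = activation factor of the enzyme at least 2-fold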; note: the source names both 10 and 20 µM as test concentration; values of inactives mirror those of a sister screen read the other way
APOBEC3G inh = blocks human APOBEC3G single-stranded DNA deamination. AID 493012. 330,000 tested, 0.28% active. recombinant A3G, ssDNA deamination FAM/TAMRA fluorescence. inhibition, % at 20 µM;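 active = inhibition of at least 40% at 20 µM, with no more than 30% in the related APOBEC3A deaminase screen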;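 note: plate controls were DMSO wells with A3G for no effect and wells lacking A3G enzyme for full effect; some compounds called inactive have numbers as strong as hits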
Target sequence (Q9HC16 whole entry, looked up): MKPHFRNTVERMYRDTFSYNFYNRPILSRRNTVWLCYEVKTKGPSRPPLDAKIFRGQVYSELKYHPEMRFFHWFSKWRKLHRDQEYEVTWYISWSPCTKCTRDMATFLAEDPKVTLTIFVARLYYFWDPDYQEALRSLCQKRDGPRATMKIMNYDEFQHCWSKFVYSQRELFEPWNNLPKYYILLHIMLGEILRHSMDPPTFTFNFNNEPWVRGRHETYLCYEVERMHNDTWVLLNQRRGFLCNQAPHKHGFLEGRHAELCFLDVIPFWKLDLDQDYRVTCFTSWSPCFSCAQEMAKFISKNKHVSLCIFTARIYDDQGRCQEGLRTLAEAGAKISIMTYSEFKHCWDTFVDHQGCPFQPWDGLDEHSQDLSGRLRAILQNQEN
mIAP activ = mouse IAP activation; AID 2805; muIAP, CDP-Star luminescence, 30 min; stronger effect = higher value; 1 = vehicle-only enzyme signal, 0 = enzyme-free wells; 330,000 tested, 0.24% active; activation factor at 10 µM;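 active = activation factor of at least 2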; note: the source names both 10 and 20 µM as test concentration; values of inactives mirror those of a sister screen read the other way
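System: mouse IAP enzyme. Reagent: CDP-Star chemiluminescent phosphatase substrate. Benchmarks: DMSO wells, no-enzyme wells. Times: 30 min enzyme-substrate-compound incubation at room temperature. Detection: luminescence from enzymatic CDP-Star hydrolysis. Doses: test compounds delivered from DMSO solution.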
Active calls of the source: *.

SMILES | mIAP inh | GRIN3A LBD mod | beta cell repl | A3A deaminase | hIAP block | MPTP block | hIAP act | APOBEC3G inh | mIAP activ
COc1ccc2c(c1OC)C(=O)OC2Nc1ccccn1 (stereo unspecified) | -7 | 0 | -3 | 0 | -1 | -1.7 | 1 | 0 | 1.1
Cc1cc(NC(=O)CCCOc2ccc(Cl)cc2Cl)no1 | 0 | 5 | -2 | -1 | -6 | -0.6 | 1.1 | 0 | 1
COc1cc(CNc2ccc3[nH]c(=O)[nH]c3c2)ccc1OCc1ccccc1F | -1 | 0 | -4 | -6 | -21 | 0.9 | 1.2 | -8 | 1
O=C(O)/C(=C/c1ccco1)NC(=O)c1ccccc1 | 17 | -1 | 0 | 14 | 0 | -1.4 | 1 | 0 | 0.83
O=C(CN(Cc1ccco1)C(=O)c1ccc(Cl)cc1)Nc1ccc(Cl)c(Cl)c1 | -4 | -1 | -1 | 2 | 7 | 0.1 | 0.93 | -3 | 1
O=C(NCc1cccc(C(F)(F)F)c1)C1CC2Cn3c(nc4ccccc43)C2N1Cc1ccccc1 (stereo unspecified) | -18 | -1 | -2 | -2 | -9 | 0.5 | 1.1 | -8 | 1.2
O=C(Nc1ccccc1Cl)N1CCN(c2ccc3nncn3n2)CC1 | -12 | 2 | -1 | -2 | -8 | -1.8 | 1.1 | -10 | 1.1
Cc1cc(C)nc(Sc2ncnc3sc4c(c23)CCC4)n1 | 0 | -1 | 6 | -2 | 0 | 1.1 | 1 | -7 | 1
O=[N+]([O-])c1c(NCc2ccco2)ccc2nonc12 | 41* | 3 | 1 | 18 | 14 | 0.3 | 0.86 | 12 | 0.59
CC1=NN(c2nc(-c3ccc(Cl)cc3)cs2)C(=O)C1 | 0 | 19* | -6 | -6 | -8 | 60* | 1.1 | -6 | 1
Cc1cccc(C)c1OCC(=O)Nc1nnc(C2CCCO2)s1 (stereo unspecified) | -1 | -8 | -3 | 1 | 6 | 0.9 | 0.94 | -4 | 1
O=C(Nc1ccccn1)c1cccnc1 | 1 | 2 | -1 | -1 | 12 | -0.3 | 0.88 | -4 | 0.99
O=C(Nc1ccc2ccccc2c1)c1cccc([N+](=O)[O-])c1 | 12 | 30* | 3 | -2 | 8 | 1.1 | 0.92 | -5 | 0.88
COc1ccc(C(=O)CSc2nnc3n2CCCN3C(=O)Nc2ccccc2)cc1 | 6 | 3 | 0 | 1 | 1 | 3.5 | 0.99 | -5 | 0.94
Cc1c(N(C)C(=O)C23CC4CC(CC(C4)C2)C3)c(=O)n(-c2ccccc2)n1C | -9 | 11* | -1 | 0 | 11 | 5.5 | 0.89 | -4 | 1.1

Nothing new here: entries from further up.
SMILES | mIAP inh | GRIN3A LBD mod | beta cell repl | A3A deaminase | hIAP block | MPTP block | hIAP act | APOBEC3G inh | mIAP activ
COc1ccc2c(c1OC)C(=O)OC2Nc1ccccn1 (stereo unspecified) | -7 | 0 | -3 | 0 | -1 | -1.7 | 1 | 0 | 1.1
Cc1cc(NC(=O)CCCOc2ccc(Cl)cc2Cl)no1 | 0 | 5 | -2 | -1 | -6 | -0.6 | 1.1 | 0 | 1
COc1cc(CNc2ccc3[nH]c(=O)[nH]c3c2)ccc1OCc1ccccc1F | -1 | 0 | -4 | -6 | -21 | 0.9 | 1.2 | -8 | 1
O=C(O)/C(=C/c1ccco1)NC(=O)c1ccccc1 | 17 | -1 | 0 | 14 | 0 | -1.4 | 1 | 0 | 0.83
O=C(CN(Cc1ccco1)C(=O)c1ccc(Cl)cc1)Nc1ccc(Cl)c(Cl)c1 | -4 | -1 | -1 | 2 | 7 | 0.1 | 0.93 | -3 | 1
O=C(NCc1cccc(C(F)(F)F)c1)C1CC2Cn3c(nc4ccccc43)C2N1Cc1ccccc1 (stereo unspecified) | -18 | -1 | -2 | -2 | -9 | 0.5 | 1.1 | -8 | 1.2
O=C(Nc1ccccc1Cl)N1CCN(c2ccc3nncn3n2)CC1 | -12 | 2 | -1 | -2 | -8 | -1.8 | 1.1 | -10 | 1.1
Cc1cc(C)nc(Sc2ncnc3sc4c(c23)CCC4)n1 | 0 | -1 | 6 | -2 | 0 | 1.1 | 1 | -7 | 1
O=[N+]([O-])c1c(NCc2ccco2)ccc2nonc12 | 41* | 3 | 1 | 18 | 14 | 0.3 | 0.86 | 12 | 0.59
CC1=NN(c2nc(-c3ccc(Cl)cc3)cs2)C(=O)C1 | 0 | 19* | -6 | -6 | -8 | 60* | 1.1 | -6 | 1
Cc1cccc(C)c1OCC(=O)Nc1nnc(C2CCCO2)s1 (stereo unspecified) | -1 | -8 | -3 | 1 | 6 | 0.9 | 0.94 | -4 | 1

New compounds follow:
SMILES | mIAP inh | GRIN3A LBD mod | beta cell repl | A3A deaminase | hIAP block | MPTP block | hIAP act | APOBEC3G inh | mIAP activ
COc1ccc(NC(=O)c2sc3ncnc(N4CCN(c5ccccn5)CC4)c3c2C)cc1Cl | 9 | 1 | -4 | -1 | 6 | 2.5 | 0.94 | 0 | 0.91
Cc1onc(C(=O)NC2CCCCC2)c1[N+](=O)[O-] | -1 | 0 | -2 | -2 | 13 | -0.9 | 0.87 | -6 | 1
COC(=O)c1ccc(C(=O)OC)c(NC(=O)CN2CCN(c3ccccc3)CC2)c1 | 21 | 1 | 0 | -2 | 6 | 0.3 | 0.94 | -5 | 0.79
COc1ccc(C2C(C(C)=O)=C(C)N=c3s/c(=C\c4ccc5c(c4)OCO5)c(=O)n32)c(OC)c1 (stereo unspecified) | 18 | 0 | -2 | 50* | 6 | 0.2 | 0.94 | 4 | 0.82
COC(C(=O)Nc1ccc(C(N)=O)cc1)c1ccccc1 (stereo unspecified) | 3 | 1 | 1 | 1 | -4 | -0.4 | 1 | -4 | 0.97
Cc1nc2ccc(NC(=S)NCCCO)cc2nc1C | 0 | -1 | -3 | -5 | 14 | -1.7 | 0.86 | -6 | 1
O=C(/C=C/Sc1ccccc1)c1ccccc1 | 3 | -38 | -4 | -1 | 5 | 0.5 | 0.95 | 0 | 0.97
O=S(=O)(c1ccc2nc(COc3ccc(Cl)cc3Cl)[nH]c2c1)N1CCOCC1 | 17 | -14 | -2 | 2 | -4 | 17 | 1 | 2 | 0.83
COc1cccc(-c2onc3ccc(C(=O)/C=C/N(C)C)cc23)c1 | 13 | -1 | -5 | -6 | 20 | 0.2 | 0.8 | -9 | 0.87
CCOC(=O)C1=C(c2ccccc2)NC(N)=NC1c1ccc(OCc2ccc(C(=O)OC)cc2)cc1 (stereo unspecified) | 0 | 2 | -6 | 5 | 0 | 6.2 | 1 | -1 | 1
CCOC(=O)c1nn(-c2cccc(OC)c2)c(-c2ccccc2)c1C(=O)c1ccccc1 | 4 | 0 | -4 | 2 | 11 | -0.1 | 0.89 | 1 | 0.96
COc1ccc(CCNC(=O)C(=O)NCC2OCCN2S(=O)(=O)c2ccc(OC)c(C)c2)cc1 (stereo unspecified) | 16 | 1 | 1 | -6 | 16 | -0.1 | 0.84 | -3 | 0.83
C#CCCOC(=O)N1C2=NC(C(=O)OC)=C(C(=O)OC)[C@@H]3N(CC=C)c4ccccc4[C@]23C[C@H]1C(=O)OC | 2 | 1 | -6 | -3 | 9 | -1.0 | 0.91 | -9 | 0.98
COc1cccc2cc(C(=O)CC3(O)C(=O)N(Cc4ccccc4)c4ccccc43)c(=O)oc12 (stereo unspecified) | 4 | 15* | -6 | 3 | 6 | 4.8 | 0.94 | -2 | 0.96
O=c1[nH]c2ccccc2[nH]c1=O | 1 | 2 | -1 | 1 | 2 | 1.7 | 0.98 | -6 | 0.99
O=C(NCC(=O)N1CCN(Cc2c(F)cccc2Cl)CC1)c1cccc(Cl)c1 | 4 | -1 | 0 | -2 | -24 | -0.7 | 1.2 | -7 | 0.96
CCOc1ccc(S(=O)(=O)Nc2cccc(C(=O)NCC(c3ccccc3)N(C)C)c2)cc1 (stereo unspecified) | 8 | -2 | -4 | 6 | 6 | 5.9 | 0.94 | -4 | 0.92
COc1ccc(CCC(C)NC(=O)CCc2ccccc2)c(OC)c1 (stereo unspecified) | -6 | -1 | -4 | -1 | -20 | 1.4 | 1.2 | -9 | 1.1
Cn1c(=NC(=O)c2ccco2)sc2ccccc21 | 10 | 2 | -5 | -2 | -7 | 2.5 | 1.1 | -9 | 0.9
Cc1cc(C)c(-n2c(SCC(=O)N3CCOCC3)n[nH]c2=O)c(C)c1 | 0 | 0 | -3 | -1 | -3 | 0.3 | 1 | -6 | 1
CCCNC(=O)C1Cc2cc(S(=O)(=O)N3CCCC3)ccc2N1C(C)=O (stereo unspecified) | -1 | -1 | 1 | -6 | -31 | -2.6 | 1.3 | -2 | 1
O=S(=O)(c1cccc(C(F)(F)F)c1)N1CCN(c2nnnn2-c2ccccc2)CC1 | 1 | -1 | -3 | -10 | 5 | 1.6 | 0.95 | -3 | 0.99
Cc1cc(N2CCN(C(=O)Nc3ccccc3C#N)CC2)c2ccccc2n1 | 0 | 3 | -3 | 2 | -12 | 0.1 | 1.1 | -10 | 1
Cc1ccn2cc(-c3cccc(S(=O)(=O)N4CC(C)OC(C)C4)c3)nc2c1 (stereo unspecified) | -2 | -1 | -5 | -5 | -21 | 0.4 | 1.2 | -6 | 1
N#Cc1c2n(c(=O)[nH]c1=O)CCCCC2 | 0 | -1 | -3 | -3 | -1 | 0.5 | 1 | -4 | 1
COC(=O)c1sc(NC(=O)COc2ccccc2C)nc1C | 2 | -2 | 2 | -6 | 2 | 0.9 | 0.98 | -9 | 0.98
O=[N+]([O-])c1cccnc1N1CCC(c2cc(-c3ccc(Cl)cc3Cl)n[nH]2)CC1 | 15 | 4 | -5 | 4 | 20 | -6.1 | 0.8 | 2 | 0.85
CCOC(=O)c1sc(NC(=O)CCc2ccccc2)nc1C | -5 | 0 | 1 | -1 | 10 | 1.1 | 0.9 | -1 | 1
O=c1c(-c2ccccc2)c(O)nc(SCCN2CCOCC2)n1-c1ccccc1 | -7 | -1 | 0 | -3 | -16 | 0.8 | 1.2 | -9 | 1.1
O=C(O)CCCCCCCCc1cn(Cc2ccc(C(=O)c3ccccc3)cc2)nn1 | -2 | 0 | -5 | -2 | 3 | 1.0 | 0.97 | -5 | 1
Cc1nnc(NC(=O)CCN2C(=O)/C(=C\c3ccccc3)SC2=S)s1 | -15 | -1 | -1 | -9 | -5 | 2.0 | 1.1 | -6 | 1.1
O=C(CNS(=O)(=O)c1ccccc1)N1CCN(c2ccccc2)CC1 | 7 | 1 | 0 | -3 | 1 | 1.9 | 0.99 | -6 | 0.93
O=C(Nc1cccc(Cl)c1Cl)C1CC(=O)N(c2ccc(Br)cc2)C1 (stereo unspecified) | -12 | -1 | -4 | -1 | -22 | 15 | 1.2 | -12 | 1.1
NNC(=O)c1nc[nH]c1C(=O)Nc1ccccc1[N+](=O)[O-] | 12 | -3 | -1 | -2 | -60 | 0.4 | 1.6 | -3 | 0.88
CCOc1ccc(N(C(=O)c2snc(C(N)=O)c2N)C(C(=O)NC2CCCC2)C(C)C)cc1 (stereo unspecified) | 6 | 2 | 0 | 0 | 13 | -1.7 | 0.87 | -4 | 0.94
Cc1nc2ccc(S(=O)(=O)NCC(=O)N3CCc4ccccc43)cc2s1 | -1 | 4 | 8 | 1 | -6 | 0.2 | 1.1 | -4 | 1
O=C(NCC1CCCN1S(=O)(=O)c1cccs1)c1ccc(F)c(F)c1 (stereo unspecified) | 4 | 4 | 0 | -5 | -2 | -1.8 | 1 | -11 | 0.96
